NPR1 activator – GC-A (human) enzyme activation; P16066; HEK293 GC-A cells, cGMP TR-FRET, EC30 ANP; 0% at EC30 ANP, 100% saturating ANP; activation, % at 10 µM; actives 0.14% (n = 370,000); in the data active = activation above about 40%
KLK7 zymogen act – activates the human kallikrein-7 zymogen; actives 0.9% (n = 370,000); activation, % at 7 µM; P49862; purified proKLK7, EDANS-DABCYL substrate fluorescence; 100% is mature enzyme control, 0% vehicle;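 active = activation above the mean of all tested compounds plus 3 SD, computed per campaign excluding outliers beyond control limits, cut at about 13% in these data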
ADAM10 inh – ADAM10 inhibition, QFRET primary screen. recombinant ADAM10, EDANS/DABCYL FRET peptide cleavage, 3 h. inhibition, % at 7 µM. actives 0.62% (n = 370,000). AID 720582;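 active = inhibition above a per-campaign cutoff equal to the mean of compounds falling between control-based bounds plus 3 SD, cut at about 20% in these data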;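 note: 0% = DMSO wells while the 100% control is not disclosed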
Target sequence (O14672 214-748 limits assumed): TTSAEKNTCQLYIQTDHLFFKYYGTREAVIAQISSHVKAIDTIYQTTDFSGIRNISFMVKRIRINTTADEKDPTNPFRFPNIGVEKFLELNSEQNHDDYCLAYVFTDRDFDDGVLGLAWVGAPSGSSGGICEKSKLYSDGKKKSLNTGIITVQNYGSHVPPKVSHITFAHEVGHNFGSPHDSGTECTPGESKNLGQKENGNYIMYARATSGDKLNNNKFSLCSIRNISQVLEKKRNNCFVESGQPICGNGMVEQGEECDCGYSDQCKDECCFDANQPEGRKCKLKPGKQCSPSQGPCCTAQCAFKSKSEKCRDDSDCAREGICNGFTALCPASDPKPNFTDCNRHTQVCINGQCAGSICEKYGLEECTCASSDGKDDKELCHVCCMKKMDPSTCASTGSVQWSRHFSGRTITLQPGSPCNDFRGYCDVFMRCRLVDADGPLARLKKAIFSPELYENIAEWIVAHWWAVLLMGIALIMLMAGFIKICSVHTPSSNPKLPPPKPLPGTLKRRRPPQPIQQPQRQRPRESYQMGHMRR
sPLA2-III inh – Inhibits HGIII-sPLA2 liposome hydrolysis, primary screen. Q9NZ20. QFRET BODIPY PC-A2 liposome hydrolysis, fluorescence. inhibition, % at 12.2 µM. actives 0.56% (n = 370,000);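 active = inhibition above mean plus 3 SD of compounds lying within the high and low control bounds, cut at about 19% in these data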;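 note: 0% = median of test compound wells and 100% = no enzyme DMSO wells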
FXN GAA850 act – increases GAA850 frataxin promoter reporter activity; activation, % at 6 µM; HEK293 lucGAA850 FXN promoter luciferase reporter, 24 h; percent of 10 µM SAHA response; actives 0.56% (n = 360,000);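 active = activation above the average of all compounds screened plus 3 SD, cutoff fixed separately per campaign, cut at about 7.5% in these data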;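 note: 0% = DMSO wells and 100% = 10 µM SAHA wells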
ASAP1 GAP inh – blocks human ASAP1-stimulated Arf1 GTP hydrolysis. Q9ULH1. GDP FP detection. inhibition, % at 16.5 µM. actives 0.19% (n = 360,000); in the data active = inhibition above about 25%;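 note: 0% = vehicle with enzyme and substrate and 100% = no enzyme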
NPR2 activator – GC-B (human) receptor activation; P20594; HEK293-GC-B cells, CNP EC30, cGMP TR-FRET; 0% at EC30 CNP, 100% saturating CNP; activation, % at 10 µM; actives 0.11% (n = 370,000);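 active = activation at 10 µM reaching about 35% in either raw or pattern-adjusted values, limit read from the data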
ARFGAP1 inh – inhibitors of rat ARFGAP1 | Q62848 | Arfgap1-stimulated ARF1 GTP hydrolysis, GDP FP detection | inhibition, % at 16.5 µM | actives 0.26% (n = 360,000) | AID 651572;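 active = inhibition above a per-plate limit, mean inhibition of low control wells plus 3 SD, cut at about 25% in these data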;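 note: 0% = DMSO wells with enzyme and 100% = wells lacking Arfgap1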
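system = rat Arfgap1 catalytic domain, aa 1-136 | technique = FP, GDP Alexa 633 tracer displaced from anti-GDP antibody, 620/688 nm | compound = one concentration, 16.5 µM, DMSO 1.26% | medium = HEPES-based buffer, pH 7.5 | timing = compound-enzyme preincubation 20 min, reaction 120 min, detection 60 min, 25 °C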
DDE Tn6 FP inh – DD(E)-Tn6 binding inhibition, primary FP screen; P02675; actives 0.21% (n = 370,000); AID 720509; inhibition, % at 8.3 µM; Fibrin DD(E) TRITC-Tn6 fluorescence polarization displacement;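 active = inhibition above a per-campaign cutoff: mean of compounds within control limits plus 3 SD, cut at about 15% in these data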;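 note: 0% = median of all compound wells on the plate and 100% = blocking peptide control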
Target sequence (P02675 whole entry, looked up): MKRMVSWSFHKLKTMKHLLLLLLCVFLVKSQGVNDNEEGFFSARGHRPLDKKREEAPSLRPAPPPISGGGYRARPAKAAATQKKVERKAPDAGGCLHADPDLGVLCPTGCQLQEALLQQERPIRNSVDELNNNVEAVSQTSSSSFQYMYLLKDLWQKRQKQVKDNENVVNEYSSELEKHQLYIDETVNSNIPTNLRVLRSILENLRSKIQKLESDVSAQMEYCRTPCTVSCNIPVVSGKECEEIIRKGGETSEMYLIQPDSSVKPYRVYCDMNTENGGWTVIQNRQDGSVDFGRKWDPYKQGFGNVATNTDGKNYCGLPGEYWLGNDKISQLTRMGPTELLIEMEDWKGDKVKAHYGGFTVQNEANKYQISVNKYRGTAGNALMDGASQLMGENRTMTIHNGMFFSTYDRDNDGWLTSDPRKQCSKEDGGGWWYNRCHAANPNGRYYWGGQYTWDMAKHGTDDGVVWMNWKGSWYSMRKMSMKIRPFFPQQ
rCAG binder – binds r(CAG) RNA repeats. r(CAG) RNA repeat, TO-PRO-1 dye displacement fluorescence. actives 1.3% (n = 370,000). inhibition, % at 3 µM;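 active = inhibition above the plate cutoff, the mean of all test compounds on that plate plus 3 SD, cut at about 35% in these data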;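 note: 0% = DMSO alone and 100% = 100 µM mitoxantrone as full dye displacement; higher means more dye released from RNA so lower well fluorescence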
* hit, by the source's call; i = inactive; · = no result given.

SMILES	NPR1 activator	KLK7 zymogen act	ADAM10 inh	sPLA2-III inh	FXN GAA850 act	ASAP1 GAP inh	NPR2 activator	ARFGAP1 inh	DDE Tn6 FP inh	rCAG binder
CCNCc1cc(Cl)cc(OC)c1OC(C)C	-6	0.0	-2	-4	0.5	-1	-2	-7	-5	1
COc1cc(OC)cc(-c2nnc(SCC(=O)N3CCOCC3)o2)c1	0	0.9	8	-6	0.5	-5	1	7	-10	-3
COc1cccc(CCOC(=O)c2c(-c3ccsc3)oc3c2C(OC(C)=O)CCC3)c1 (stereo not given)	-2	-0.8	-11	-19	·	1	-2	0	-6	3
CC(C)CC1NC(=O)N(CC(=O)Nc2cc(F)ccc2F)C1=O (stereo not given)	0	0.5	-1	-2	-0.4	11	-2	9	-2	0
Cc1ccc2oc(-c3cccc(NC(=O)c4ccc(Br)o4)c3C)nc2c1	-1	-1.8	-4	-5	3.5	3	5	18	-6	3
CCOC(=O)C1=C(C)NC(=O)NC1/C=C/c1ccccc1 (stereo not given)	7	-0.1	-1	-1	-1.1	-3	0	-5	5	-6
CCCCn1c(-c2csc(CC)c2)n[nH]c1=S	3	-0.4	-5	20*	4.8	-17	-5	-12	6	-2
CCCN(CC(=O)Nc1ccc(F)c(F)c1F)C(=O)c1ccc2c(=O)n3c(nc2c1)CCC3	5	0.3	-11	-4	0.7	8	1	0	-8	-7
O=C1CN(C(=O)C2CC2)c2ccccc2N1	-1	-0.2	-2	6	0.7	9	-1	11	-2	0
CCOC(=O)C1=C(c2ccccc2)NC(=O)NC1c1ccc(N(C)C)cc1 (stereo not given)	·	1.2	-3	8	1.6	13	·	-6	-4	-1
CCCC(=O)Nc1ccc(N2CCN(C(=O)CCC)CC2)cc1	3	0.1	1	3	0.4	-12	2	-2	-3	-7
CCOC(=O)c1sc2nc(NC(=O)C(C)(C)C)sc2c1C	-19	0.1	-41	-6	3.5	4	-11	9	-1	0
Clc1ccc2c(c1)-c1[nH]ncc1CS2	3	0.6	11	-9	3.0	2	-7	0	-7	2
Cn1nc(-c2ccc(N3CCCCC3)c(NC(=O)c3ccco3)c2)c2ccccc2c1=O	7	0.1	2	5	1.0	11	6	7	-3	0
CCOc1ccc(NC(=S)N(CCc2c(C)[nH]c3ccc(C)cc23)Cc2ccco2)cc1	0	0.4	2	1	-3.9	3	0	-4	10	7
Cc1ccnc2nc(C(=O)Nc3nnc(CC(C)C)s3)nn12	0	-0.5	7	1	0.1	-9	0	8	1	4
CC(=O)Nc1ccc(NC(=O)CSc2ccc3nnc(CCNC(=O)c4ccccc4)n3n2)cc1	1	-0.1	3	3	-0.3	7	3	0	-8	-1
CS(=O)(=O)Nc1cccc(C2=NN(C(=O)c3ccco3)C(c3ccco3)C2)c1 (stereo not given)	-11	0.4	1	-19	-1.7	-10	-11	-10	7	4
CCOC(=O)C1NN=C(C(=O)c2ccccc2)C1c1ccc(Cl)cc1 (stereo not given)	-12	-0.3	9	-17	-0.3	7	-9	-1	3	7
NC(=S)N/N=C/c1ccccc1	3	-1.0	-1	8	0.1	12	-1	7	3	2

Single records (already shown). Values in the order: NPR1 activator, KLK7 zymogen act, ADAM10 inh, sPLA2-III inh, FXN GAA850 act, ASAP1 GAP inh, NPR2 activator, ARFGAP1 inh, DDE Tn6 FP inh, rCAG binder
Cc1ccnc2nc(C(=O)Nc3nnc(CC(C)C)s3)nn12 is listed with 0, -0.5, 7, 1, 0.1, -9, 0, 8, 1, 4
Cn1nc(-c2ccc(N3CCCCC3)c(NC(=O)c3ccco3)c2)c2ccccc2c1=O is listed with 7, 0.1, 2, 5, 1.0, 11, 6, 7, -3, 0
CCCC(=O)Nc1ccc(N2CCN(C(=O)CCC)CC2)cc1 is listed with 3, 0.1, 1, 3, 0.4, -12, 2, -2, -3, -7
COc1cc(OC)cc(-c2nnc(SCC(=O)N3CCOCC3)o2)c1 is listed with 0, 0.9, 8, -6, 0.5, -5, 1, 7, -10, -3

The listing continues:
SMILES	NPR1 activator	KLK7 zymogen act	ADAM10 inh	sPLA2-III inh	FXN GAA850 act	ASAP1 GAP inh	NPR2 activator	ARFGAP1 inh	DDE Tn6 FP inh	rCAG binder
Cc1ccccc1NC(=O)OCc1cccnc1Oc1ccc(Cl)cc1	-3	0.2	9	-2	-1.5	-1	-9	-3	-4	-4
N#Cc1ccc(C(=O)OCC(=O)NC2CCCC2)cc1	2	0.5	4	4	0.5	3	-2	-4	-5	0
CCCN(C(=O)c1c(CC)noc1C)c1c(N)n(Cc2ccccc2)c(=O)[nH]c1=O	7	-0.1	-8	4	0.2	-1	0	4	-2	0
O=C(C1=C[C@@H](c2ccc3c(c2)OCO3)C[C@@H](OCc2ccc(CO)cc2)O1)N1CCOCC1	3	0.5	-10	-5	0.6	-3	3	3	4	-8
O=C(NCc1cc(C(F)(F)F)cc(C(F)(F)F)c1)C1CC(c2ccc(C(F)(F)F)cc2)=NO1 (stereo not given)	2	-0.3	-6	0	-0.2	2	1	-1	4	-2
C/C(=C\C(=O)O)C12CC3CC(CC(C3)C1)C2	3	-1.0	-1	7	-0.2	3	2	1	-6	1
c1ccc(-c2nc(-c3cccnc3)cs2)cc1	-6	-0.2	5	-1	1.9	-7	3	3	6	0
Cc1ccc2oc(C(=O)N(Cc3ccccc3)C3CCS(=O)(=O)C3)c(C)c2c1 (stereo not given)	-3	1.0	-7	-17	-1.6	-10	1	-15	7	-8
CC(=O)Nc1ccc(C(=O)c2ccccc2)cc1	-3	0.2	11	1	4.2	9	-6	5	-2	-1
Cc1cc(NC(=O)Cn2c(=O)oc3ccc(Cl)cc32)no1	3	-0.1	-5	4	-1.7	-16	6	-5	-5	2
O=C(CN1CCN(c2ccccn2)CC1)Nc1ccc(Br)cc1	1	0.0	5	-3	-0.1	-2	-2	3	2	-8
O=c1[nH]c(-c2ccc(-c3cccc(Cl)c3)o2)nc2ccccc12	2	-1.6	-26	-2	7.4	-5	-5	-4	-9	10
Cc1cccc(NC(=O)COC(=O)COc2ccc3c(c2)CCC3)c1	-1	-0.2	-8	8	-0.2	1	-2	7	0	3
CC(C)Sc1nnc(CNC(=O)C23CC4CC(CC(C4)C2)C3)n1C1CCCCC1	4	0.0	5	-8	-0.3	4	4	2	1	-3
COc1ccccc1N1CCN(C(=O)c2ccc(Cl)c(S(=O)(=O)NCc3ccco3)c2)CC1	0	-0.1	2	-11	-5.6	7	7	9	-3	-3
CN(C)C=NC(=O)c1cccn1-c1ncc(C(F)(F)F)cc1Cl	0	-0.3	-6	2	0.8	7	1	-1	-2	-3
O=C(O)C1Nc2c(O)cc(Cl)c([N+](=O)[O-])c2C2C=CCC12 (stereo not given)	-12	-0.4	-8	19	0.1	22	-5	-4	-3	101*
CCCOc1ccc(C(=O)NNC(=S)NC(=O)c2cc(-c3ccccc3)nc3ccccc23)cc1	0	0.0	0	3	0.0	-16	4	11	-5	3
Cn1c(CCNC(=O)c2cccs2)n[nH]c1=S	-1	0.7	1	3	-2.1	13	-5	2	-2	-1
Cc1c(C)n(CCC#N)c2ccc(Cl)cc12	2	-0.2	13	-7	0.6	8	3	-4	1	3
CCC(=O)N1CCc2cc(Br)cc(S(=O)(=O)N3CCC(C(=O)NC(C)(C)C)CC3)c21	3	-0.1	-4	-1	0.7	-5	-1	6	6	-3
CCCC(=O)NC(=S)Nc1ccccc1C(=O)OC	-4	-0.1	8	12	0.4	16	2	-3	4	-1
CSc1ccc(S(=O)(=O)Nc2ccc3c(c2)OCCO3)cc1	1	-0.1	5	-18	0.6	22	1	12	-9	5
CCOC(=O)c1cc(-c2ccccc2)n(CCC(=O)N2CCN(c3ccc(OC)cc3)CC2)c1C	-6	-0.5	2	0	1.4	9	-4	7	1	2
O=C1Cc2ccccc2C(=O)N1OCc1ccc(Cl)cc1	-4	0.4	-11	0	2.2	-8	-1	3	-13	13
Cc1cc(C=C2C(=O)c3ccccc3C2=O)c(C)n1-c1cccc(C(=O)O)c1	-1	-0.4	4	-6	-5.6	-2	0	8	-8	56*
Cc1ccc(NS(=O)(=O)c2ccc(N3C(=O)CCC3=O)cc2)cc1	0	-0.3	-6	-5	-0.5	-6	8	2	-2	4
CCOC(=O)c1c(C)[nH]c(C(=O)COC(=O)c2[nH]c(C)c(C(C)=O)c2C)c1C	11	0.3	7	3	-9.4	-10	9	-5	4	3
CN(C)c1ccc(C2SCCN2C(=O)c2ccc([N+](=O)[O-])cc2)cc1 (stereo not given)	-1	0.1	6	2	4.1	-1	-7	-11	1	2
O=C(Nc1ccccc1)c1ccccc1CSc1ccccc1	-3	0.5	-9	7	-0.5	15	0	0	2	-4
N#CC(C(=O)Nc1ccc(Cl)c(Cl)c1)=C1Nc2ccccc2N1	21	0.2	-2	-7	0.3	0	11	-6	-3	14
O=C(CC12CC3CC(CC(C3)C1)C2)NCc1ccncc1	3	-0.3	3	-1	2.9	-3	3	-3	6	-1
COc1cc(OC)c(OC)cc1/C=N/Nc1ccc(Cl)nn1	6	-0.6	2	2	2.3	17	-1	6	-3	3
S=C(Nc1ccc(Cl)c(Cl)c1)Nc1nnc(-c2ccncc2)s1	18	·	-104	0	·	·	6	·	-8	·
O=C(c1nc(SCc2ccc([N+](=O)[O-])cc2)n2ccccc12)C(F)(F)F	-2	0.0	-2	3	-0.5	0	1	-2	2	-1
Cc1ccc(NC(=O)c2nsc(Cl)c2Cl)cc1	4	-0.1	-1	7	4.1	0	-2	-4	0	-2
Cc1ccc(C2CC(c3ccccc3)=NN2c2ccc(S(N)(=O)=O)cc2)cc1 (stereo not given)	8	-342	i	0	0.6	2	-9	8	2	9
Oc1ccc2cc(Br)ccc2c1CN1CCCC1	0	-0.1	11	-13	1.5	-4	-2	4	-7	14
COc1ccc(/C=N/N(C(C)=O)c2nc(-c3ccc(C)cc3)cs2)cc1	-9	0.1	-7	0	-1.1	3	-2	9	-3	-4
CN(C)S(=O)(=O)c1ccc(C(=O)N2CCC(c3nc4ccccc4o3)CC2)cc1	1	0.7	7	5	-0.2	-8	-3	6	-3	-2
Cn1c(SCC(=O)NCC2CCCO2)nnc1-c1cccc(NC(=O)c2ccccc2F)c1 (stereo not given)	-2	0.4	-4	5	-0.2	-12	-1	-8	-5	-4
C=CCN(c1ccc(C(=O)NCCSc2ccccc2)cc1)S(C)(=O)=O	5	-0.5	-2	-2	2.6	4	4	15	2	-5
COc1cc(NS(=O)(=O)c2ccc3c(c2)oc(=O)n3C)cc(OC)c1OC	-1	0.8	1	-3	-2.9	1	-1	-8	6	1
S=C(c1cn(Cc2ccc(Br)cc2)c2ccccc12)N1CCOCC1	2	-0.7	2	6	2.3	-13	3	1	3	2
COc1ccc(NC(=O)Cn2nc3n(c2=S)CCC3)cc1	2	0.7	-2	14	-1.2	-2	4	-4	1	4
CCc1cccc(NC(=O)c2cccc(S(=O)(=O)N3CCN(C)CC3)c2)c1	-3	0.1	-2	-11	0.2	-5	2	-2	-2	-3
COc1ccc(NC(=O)NCCCN2CCN(c3ccccc3F)CC2)cc1	-5	0.3	1	-2	0.9	-4	-5	-8	3	-5

High-throughput results deposited in PubChem BioAssay by several laboratories.
